High-throughput results as filed in PubChem.
SIAE primary = inhibitors of human sialic acid acetylesterase SIAE; SIAE FP-Rh probe binding, fluorescence polarization; inhibition, % at 9.66 µM; 370,000 tested, 0.69% active; AID 1053197;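 active means inhibition above a cutoff: mean of compounds within the control limits plus 3 SD of those, cut at about 17% in these data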;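 further: 0% = plate median of compound wells and 100% = probe without SIAE protein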
TDP2 inh = blocks human TDP2 phosphodiesterase activity; O95551; recombinant TDP2, T5PNP hydrolysis, p-nitrophenol absorbance 415 nm; inhibition, % at 12.8 µM; 370,000 tested, 0.34% active; AID 720702;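 active means inhibition above the mean of all tested compounds plus 3 SD, set per campaign, cut at about 25% in these data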;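 further: 0% = DMSO with enzyme and 100% = buffer with substrate but no TDP2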
Target sequence (O95551 whole entry, looked up): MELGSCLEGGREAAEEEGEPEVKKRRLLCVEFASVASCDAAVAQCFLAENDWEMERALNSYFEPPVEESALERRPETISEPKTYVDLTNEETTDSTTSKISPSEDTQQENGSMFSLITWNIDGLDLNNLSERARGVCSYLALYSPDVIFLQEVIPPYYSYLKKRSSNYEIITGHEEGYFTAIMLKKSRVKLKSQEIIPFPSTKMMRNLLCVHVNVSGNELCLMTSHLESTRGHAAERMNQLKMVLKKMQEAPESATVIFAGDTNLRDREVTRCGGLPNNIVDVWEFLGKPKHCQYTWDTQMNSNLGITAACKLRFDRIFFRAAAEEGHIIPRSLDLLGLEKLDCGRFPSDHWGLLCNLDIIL
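Material: recombinant human TDP2; quantity: TDP2 enzyme at 120 nM final; medium: Tris-HCl pH 7.5 with MgCl2; compound: single concentration, 12.8 µM nominal, with 1% DMSO; incubation: 2 h enzyme incubation at 37 °C; signal: epi absorbance; measure: percent inhibition; benchmarks: high control without enzyme, low control DMSO plus TDP2; repeats: singlicate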
Tn6 DDE FP = DD(E)-Tn6 binding inhibition, primary FP screen; P02675; Fibrin DD(E) TRITC-Tn6 fluorescence polarization displacement; inhibition, % at 8.3 µM; 370,000 tested, 0.21% active;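 active means inhibition above a per-campaign cutoff: mean of compounds within control limits plus 3 SD, cut at about 15% in these data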;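 further: 0% = median of all compound wells on the plate and 100% = blocking peptide control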
ARFGAP1 inh = inhibits rat ARF GTPase activating protein 1 | Q62848 | Arfgap1-stimulated ARF1 GTP hydrolysis, GDP FP detection | inhibition, % at 16.5 µM | 360,000 tested, 0.26% active | AID 651572;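 active means inhibition above a per-plate limit, mean inhibition of low control wells plus 3 SD, cut at about 25% in these data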;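 further: 0% = DMSO wells with enzyme and 100% = wells lacking Arfgap1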
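Assay system: Rat Arfgap1 GAP domain (His6, aa 1-136), purified enzyme | Buffer or medium: HEPES 25 mM pH 7.5, NaCl 150 mM, MgCl2, DTT | Schedule: GTP hydrolysis reaction 2 h at 25 °C | Signal: FP of antibody-bound GDP Alexa 633 tracer, ex 620/em 688 nm | Measure: Percent inhibition of Arfgap1-stimulated GTP hydrolysis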
ADAM17 inh = inhibits human ADAM17 | P78536 | 370,000 tested, 0.83% active | AID 720648 | inhibition, % at 6.95 µM | recombinant ADAM17, EDANS/DABCYL FRET peptide cleavage;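 active means inhibition above the mean of compounds lying between control limits plus 3 SD, set per campaign, cut at about 8.5% in these data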;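 further: 0% = DMSO-only wells as the low control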
Target sequence (P78536 215-824 limits assumed): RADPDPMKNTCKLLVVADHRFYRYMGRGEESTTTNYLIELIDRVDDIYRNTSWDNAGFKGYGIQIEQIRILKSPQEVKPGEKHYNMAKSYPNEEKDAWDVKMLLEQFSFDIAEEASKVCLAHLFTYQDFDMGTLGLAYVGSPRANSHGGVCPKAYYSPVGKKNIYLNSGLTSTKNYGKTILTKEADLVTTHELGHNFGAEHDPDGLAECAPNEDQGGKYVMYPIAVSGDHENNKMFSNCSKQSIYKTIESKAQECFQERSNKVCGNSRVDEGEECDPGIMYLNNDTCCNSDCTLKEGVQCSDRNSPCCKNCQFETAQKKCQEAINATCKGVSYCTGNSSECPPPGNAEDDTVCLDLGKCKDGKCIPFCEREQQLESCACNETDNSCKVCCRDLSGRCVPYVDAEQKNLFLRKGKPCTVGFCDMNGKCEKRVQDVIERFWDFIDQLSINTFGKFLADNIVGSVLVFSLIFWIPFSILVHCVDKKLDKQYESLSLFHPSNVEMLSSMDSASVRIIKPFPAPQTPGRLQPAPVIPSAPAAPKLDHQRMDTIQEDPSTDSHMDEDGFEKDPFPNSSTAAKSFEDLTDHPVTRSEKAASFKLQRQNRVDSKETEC
PLC-beta3 inh = blocks human PLC-beta3 enzyme activity. Q01970. Purified PLC-beta3, fluorogenic substrate, fluorescence. inhibition, % at 12.2 µM. 370,000 tested, 0.18% active. AID 720704; in the data active means inhibition above about 11%;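 further: 0% = median of compound wells on plate and 100% = full blocker control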
ADAM10 inh = inhibitors of human ADAM10 | O14672 | AID 720582 | inhibition, % at 7 µM | 370,000 tested, 0.62% active | recombinant ADAM10, EDANS/DABCYL FRET peptide cleavage, 3 h;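 active means inhibition above a per-campaign cutoff equal to the mean of compounds falling between control-based bounds plus 3 SD, cut at about 20% in these data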;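 further: 0% = DMSO wells while the 100% control is not disclosed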
PLCg1 inh = blocks human PLC-gamma1 enzyme activity | P19174 | purified PLC-gamma1, fluorogenic substrate, fluorescence | inhibition, % at 12.2 µM | 370,000 tested, 0.84% active; in the data active means inhibition above about 9.5%
Tn7 DDE FP = DD(E)-Tn7 binding inhibition, primary FP screen. P02675. FP displacement of FITC-Tn7 peptide from fibrin DD(E); 0% = median of compound wells per plate. inhibition, % at 8.3 µM. 370,000 tested, 0.13% active;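 active means inhibition above the mean of compounds falling within the control limits plus 3 SD of them, cut at about 14% in these data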;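 further: 0% = plate median of compound wells and 100% = 10 µM Aha-Tn7 peptide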
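system = human fibrin DD(E) protein | quantity = DD(E) 2 µM final | medium = Tris/NaCl/CaCl2 buffer, pH 7.8 | also added = labelled Tn7 tracer, 0.1 µM | compound dosing = single point at 8.3 µM | timing = compound with protein 10 min, then 3 h after probe, room temperature | signal = FP measurement | benchmarks = Aha-Tn7 high control | repeats = one replicate per compound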
ASAP1 inh = blocks human ASAP1-stimulated Arf1 GTP hydrolysis. Q9ULH1. GDP FP detection. inhibition, % at 16.5 µM. 360,000 tested, 0.19% active. AID 624377; in the data active means inhibition above about 25%;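 further: 0% = vehicle with enzyme and substrate and 100% = no enzyme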
An asterisk follows results filed as active; i = inactive; / = not tested or not shown.

smiles,SIAE primary,TDP2 inh,Tn6 DDE FP,ARFGAP1 inh,ADAM17 inh,PLC-beta3 inh,ADAM10 inh,PLCg1 inh,Tn7 DDE FP,ASAP1 inh
Cc1ccc(C(C(=O)NC2CCCCC2)N(CC2CCCO2)C(=O)CCCC(=O)Nc2ccccn2)cc1 (stereo not drawn),2,-1,-1,6,-2,-5,-6,0,5,-3
COc1ccc(CC(N)c2csc(NC(=O)Nc3ccc(C(C)C)cc3)n2)cc1 (stereo not drawn),-2,0,-14,16,3,3,4,3,3,2
CN1c2ccccc2-c2ccccc2S1(=O)=O,-5,-5,-1,2,-3,1,-1,5,1,-25
CCN(CC)C1Oc2cc3c(cc2C(c2cc(OC)c(O)c(OC)c2)C1C)OCO3 (stereo not drawn),-3,-3,0,-9,6,-5,6,-2,-8,-4
Nc1c(Cl)cc2c(c1Oc1ccccc1)C(=O)c1ccccc1C2=O,2,-9,-3,6,1,-9,6,-4,-4,-5
O=C1N(CC(=O)N2CCc3ccccc32)CCN1Cc1ccc(Cl)cc1,2,7,-6,1,-1,1,3,2,-6,-13
CC1Cc2cc(/C(O)=C3/C(=O)C(=O)N(CCCn4ccnc4)C3c3ccncc3)ccc2O1 (stereo not drawn),6,-10,-1,-1,1,-7,-1,-3,0,-13
COc1cccc(OCc2cc(/C=N/n3cncn3)ccc2OC)c1,-4,0,3,9,2,-8,8,-1,2,5
COc1ccc(-c2csc(NC(=O)CC(C)C)n2)cc1,2,-13,-8,-3,1,6,4,2,-2,0
Clc1ccc(C2[C@H]3CN(Cc4cccnc4)[C@H](c4ccccc4)C34CC2(c2cccnc2)C4)cn1 (stereo partly drawn),10,1,-3,-9,4,2,12,2,10,-3
C=CCn1c(=N)c(S(=O)(=O)c2ccc(C)c(C)c2)cc2c(=O)n3ccccc3nc21,-2,2,4,3,-37,-36,-103,-23,3,5
Cn1cc(Br)c(C(=O)NC(=S)Nc2ccc(S(N)(=O)=O)cc2)n1,-2,-4,8,-1,0,2,3,4,-8,7

Next section, overlapping the part above by 7 compounds.
smiles,SIAE primary,TDP2 inh,Tn6 DDE FP,ARFGAP1 inh,ADAM17 inh,PLC-beta3 inh,ADAM10 inh,PLCg1 inh,Tn7 DDE FP,ASAP1 inh
O=C1N(CC(=O)N2CCc3ccccc32)CCN1Cc1ccc(Cl)cc1,2,7,-6,1,-1,1,3,2,-6,-13
CC1Cc2cc(/C(O)=C3/C(=O)C(=O)N(CCCn4ccnc4)C3c3ccncc3)ccc2O1 (stereo not drawn),6,-10,-1,-1,1,-7,-1,-3,0,-13
COc1cccc(OCc2cc(/C=N/n3cncn3)ccc2OC)c1,-4,0,3,9,2,-8,8,-1,2,5
COc1ccc(-c2csc(NC(=O)CC(C)C)n2)cc1,2,-13,-8,-3,1,6,4,2,-2,0
Clc1ccc(C2[C@H]3CN(Cc4cccnc4)[C@H](c4ccccc4)C34CC2(c2cccnc2)C4)cn1 (stereo partly drawn),10,1,-3,-9,4,2,12,2,10,-3
C=CCn1c(=N)c(S(=O)(=O)c2ccc(C)c(C)c2)cc2c(=O)n3ccccc3nc21,-2,2,4,3,-37,-36,-103,-23,3,5
Cn1cc(Br)c(C(=O)NC(=S)Nc2ccc(S(N)(=O)=O)cc2)n1,-2,-4,8,-1,0,2,3,4,-8,7
Cc1ccc(S(=O)(=O)N(CC(=O)NCC2CCCO2)c2cccc([N+](=O)[O-])c2)cc1 (stereo not drawn),1,0,4,10,-1,-4,-11,1,-2,0
COc1ccc(NC(=S)Nc2ccc(S(N)(=O)=O)cc2)c(OC)c1,8,5,5,6,-2,-3,0,1,-1,-7
O=C(CSC1=NS(=O)(=O)c2ccccc2N1)Nc1nccs1,-2,-5,-1,4,0,1,2,1,-5,0
O=C(CCN1C(=O)COc2ccccc21)NCCC1=CCCCC1,-7,-6,1,9,-3,-1,1,0,-2,-5
COC(=O)c1c(NC(=O)c2ccco2)sc2c1CCC2,-6,-1,3,-14,-18,-115,-82,-108,7,-7
CCOC(=O)Cn1cnc2c(nnn2-c2ccc(OC)cc2)c1=O,0,8,-4,-5,-5,-2,-3,-5,2,10
Cc1cc(C)c(C#N)c(SCC(=O)Nc2ccc(S(=O)(=O)Nc3onc(C)c3C)cc2)n1,-2,0,-3,-5,-3,-6,-17,-5,2,-16
Cc1onc(-c2ccccc2Cl)c1C(=O)O/N=C(\N)c1ccc([N+](=O)[O-])o1,2,1,-3,-9,-4,2,1,0,0,-3
O=C(Nc1ccc2c(c1)C(N1CCOCC1)c1ccccc1-2)C(F)(F)F (stereo not drawn),-2,-5,-2,1,0,3,3,1,0,11
O=C(CCCn1c(=S)[nH]c2ccccc2c1=O)NC1CCCCC1,6,11,0,1,-1,0,3,0,5,-5
CNc1nc(NC)nc(NNC(=O)c2ccccc2)n1,3,8,-1,10,-1,-4,-11,-1,3,-9
CCOC(=O)c1oc2ccccc2c1NC(=O)c1ccc(S(=O)(=O)N(C)C)cc1,0,7,1,-3,-1,1,-2,1,-1,10
O=S1(=O)c2c(cccc2N2CCSCC2)Oc2ccccc2CN1Cc1cn(Cc2ccc(C(F)(F)F)cc2)nn1,-7,5,4,/,8,-10,12,-10,3,/
CC(NC(=O)CCc1nnc(-c2ccc(-c3ccccc3)cc2)o1)c1nccs1 (stereo not drawn),2,-14,5,0,2,-1,7,3,0,-10
Cc1ccc(NS(=O)(=O)c2ccc(C(=O)NCc3ccc(S(N)(=O)=O)cc3)cc2)cc1,-8,0,-4,-12,0,-1,2,2,2,5
COc1ccc(CCNC(=O)c2cc(=O)c3cc(C)ccc3o2)cc1,0,3,6,-3,-1,-5,-10,-1,-5,7
CC(Oc1ccc2ccc(=O)oc2c1)C(=O)NCC1CCC(C(=O)O)CC1 (stereo not drawn),1,0,-4,-3,-46,-12,-180,-7,11,-11
C/C(CC1CC(C)OC1=O)=N\NC(N)=S (stereo not drawn),7,-7,9,0,0,0,2,-1,1,-2
CCN(CC)CC(=O)N1N=C(c2cccs2)CC1c1ccco1 (stereo not drawn),-1,1,1,6,-6,-9,-19,-7,2,5
COc1ccc(-n2nc([N+](=O)[O-])c(=NCCc3ccc(C)cc3)n2O)cc1,5,-2,6,-3,-2,0,0,0,3,10
O=S(=O)(NNc1cccc(Cl)n1)c1ccc(Cl)cc1,0,7,3,4,-1,-9,-10,-1,-1,-8
Cn1c(N)c(C(=O)CSc2nnc(Cc3cccs3)n2C2CC2)c(=O)n(C)c1=O,-1,3,1,1,-5,-5,-1,-1,6,-4
O=[N+]([O-])c1ccc(COc2ccc(CN3CCCC3)cc2)cc1,1,9,0,-2,-2,1,-13,1,-8,-8
COc1ccc(-c2cc(C(=O)OCc3ccccn3)c3ccccc3n2)cc1,-10,14,-1,10,-372,i,i,i,1,10
CN(C)S(=O)(=O)c1cccc(NC(=O)COC(=O)c2cccnc2Cl)c1,-2,-3,0,0,-4,1,-5,0,-7,-7
CN(CC(=O)NC1CCN(Cc2ccccc2)CC1)S(=O)(=O)c1ccc(Cl)cc1,-1,-6,8,-7,-4,-3,-6,3,-2,-7
Cc1ccc(CNC(=O)COC(=O)c2nc(-c3ccccc3)oc2C)cc1,-14,-4,-3,0,-5,-17,-26,-3,9,4

Complete entries as entered above.
Cc1ccc(CNC(=O)COC(=O)c2nc(-c3ccccc3)oc2C)cc1 is listed with SIAE primary = -14; TDP2 inh = -4; Tn6 DDE FP = -3; ARFGAP1 inh = 0; ADAM17 inh = -5; PLC-beta3 inh = -17; ADAM10 inh = -26; PLCg1 inh = -3; Tn7 DDE FP = 9; ASAP1 inh = 4
O=S1(=O)c2c(cccc2N2CCSCC2)Oc2ccccc2CN1Cc1cn(Cc2ccc(C(F)(F)F)cc2)nn1 is listed with SIAE primary = -7; TDP2 inh = 5; Tn6 DDE FP = 4; ARFGAP1 inh = /; ADAM17 inh = 8; PLC-beta3 inh = -10; ADAM10 inh = 12; PLCg1 inh = -10; Tn7 DDE FP = 3; ASAP1 inh = /

Given with two lines to a compound: entries from further up
Second line of a record – SIAE primary	TDP2 inh	Tn6 DDE FP	ARFGAP1 inh	ADAM17 inh	PLC-beta3 inh	ADAM10 inh	PLCg1 inh	Tn7 DDE FP	ASAP1 inh
- CN(CC(=O)NC1CCN(Cc2ccccc2)CC1)S(=O)(=O)c1ccc(Cl)cc1
    -1	-6	8	-7	-4	-3	-6	3	-2	-7
- COc1ccc(-c2cc(C(=O)OCc3ccccn3)c3ccccc3n2)cc1
    -10	14	-1	10	-372	i	i	i	1	10
- Cc1ccc(NS(=O)(=O)c2ccc(C(=O)NCc3ccc(S(N)(=O)=O)cc3)cc2)cc1
    -8	0	-4	-12	0	-1	2	2	2	5
